Bioassay records as filed in PubChem.
SENP8 block: inhibitors of human SENP8 protease | Q96LD8 | inhibition, % at 10 µM | 330,000 compounds, 1.2% hits | purified SENP8, Z-RLRGG-aminoluciferin cleavage, luminescence
Target sequence (Q96LD8 whole entry, looked up): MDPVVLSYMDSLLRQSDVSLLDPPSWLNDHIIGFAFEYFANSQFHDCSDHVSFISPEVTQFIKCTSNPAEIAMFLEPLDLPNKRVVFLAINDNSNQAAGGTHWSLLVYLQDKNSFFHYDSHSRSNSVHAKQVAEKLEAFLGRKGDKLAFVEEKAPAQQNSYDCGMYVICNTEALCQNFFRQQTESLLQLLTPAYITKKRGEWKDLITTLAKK
Apaf-1 inh: inhibitors of human Apaf-1 apoptosome; inhibition, % at 20 µM; 330,000 compounds, 0.71% hits; reconstituted apoptosome caspase-3 activity, DEVD-Rh110 fluorescence; O14727; AID 489030; active = inhibition of at least 40% at 20 µM;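 also: plate controls were DMSO wells for no effect and DEVD-CHO caspase inhibitor wells for full effect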
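Assay system: Apoptosome proteins | Medium: pH 7.5 Hepes buffer with CHAPS, BSA, DTT | Also added: Cytochrome c and DEVD-Rh110 substrate | Times: 30 min plus 50 min, RT | Detection: Rhodamine 110 fluorescence at Ex 480/Em 540 nm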
HKDC1 inh: HKDC1 (human) hexokinase inhibition; recombinant HKDC1, G6PDH/diaphorase resazurin coupled fluorescence; inhibition, % at 20 µM; 340,000 compounds, 0.16% hits; AID 493160;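 active = inhibition above about 35% when tested at 20 µM, limit read from the data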;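 also: plate controls were DMSO wells with enzyme for no effect and DMSO wells lacking enzyme for full effect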
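System: Recombinant HKDC1 hexokinase | Amount: HKDC1 at 5 µg/mL | Reagent: Glucose with 1 mM ATP | Doses: Single 20 µM dose | Incubation: Reaction time 90 min, room temperature, protected from light | Signal: Coupled resazurin fluorescence, excitation 525 nm, emission 613 nm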
UBC13 polyUb: blocks human UBC13 polyubiquitin chain formation. P61088. TR-FRET. inhibition, % at 20 µM. 330,000 compounds, 0.47% hits; in the data active = inhibition above about 45%, passing the limit was not always enough
Target sequence (P61088 whole entry, looked up): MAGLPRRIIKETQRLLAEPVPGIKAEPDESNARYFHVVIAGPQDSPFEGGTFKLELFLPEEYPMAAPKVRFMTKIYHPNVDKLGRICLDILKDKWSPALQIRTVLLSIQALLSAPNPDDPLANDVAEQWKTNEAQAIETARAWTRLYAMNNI
Gli-Sufu block: Gli-Sufu pathway antagonism. Sufu-KO-LIGHT fibroblasts, Gli luciferase reporter luminescence. inhibition, % at 5 µM. 340,000 compounds, 0.74% hits. AID 588413;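 active = inhibition above about 55%, limit read from the data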;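 also: 0% = DMSO-treated cells and 100% = wells with medium but no cells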
697 NFkB inh: inhibitors of the PMA/ionomycin-induced NF-kB reporter in 697 B cells; 697 B-cell NF-kB luciferase reporter, 16 h; inhibition, % at 4 µM; 330,000 compounds, 0.33% hits; AID 435022; in the data active = inhibition above about 35%
Jurkat NFkB inh: inhibitors of the PMA/ionomycin-induced NF-kB reporter in Jurkat cells | PMA/ionomycin-induced NF-kB luciferase reporter, luminescence | inhibition, % at 4 µM | 330,000 compounds, 0.53% hits | AID 435003
SENP7 block: blocks the human protease SENP7; Q9BQF6; recombinant SENP7, Z-RLRGG-aminoluciferin luminescence, 40 min; inhibition, % at 5 µM; 330,000 compounds, 1.5% hits;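 active = inhibition above about 50% at the single test dose, limit read from the data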;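 also: plate controls were DMSO with enzyme for no effect and no enzyme buffer wells for full effect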
Target sequence (Q9BQF6 706-1050 limits assumed): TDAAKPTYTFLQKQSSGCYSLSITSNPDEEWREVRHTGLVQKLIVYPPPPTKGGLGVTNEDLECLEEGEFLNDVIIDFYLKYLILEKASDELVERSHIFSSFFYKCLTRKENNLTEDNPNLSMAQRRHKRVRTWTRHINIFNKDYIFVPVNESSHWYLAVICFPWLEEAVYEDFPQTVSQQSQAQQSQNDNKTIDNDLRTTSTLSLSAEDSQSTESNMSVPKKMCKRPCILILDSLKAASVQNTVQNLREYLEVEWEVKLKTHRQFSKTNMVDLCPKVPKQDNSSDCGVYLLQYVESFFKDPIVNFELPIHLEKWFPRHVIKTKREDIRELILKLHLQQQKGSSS
Numbers without * were called inactive; x = not tested or not shown. Rule as the data show it, unless noted: active = inhibition above about 50%; inactive = the rest.

Each structure is followed by: HKDC1 inh, SENP8 block, Jurkat NFkB inh, SENP7 block, Gli-Sufu block, 697 NFkB inh, UBC13 polyUb, Apaf-1 inh
Cc1nc2scc(C)n2c(=O)c1S(=O)(=O)Nc1ccc(N2CCN(S(C)(=O)=O)CC2)cc1
 : 1, -1, -4, -2, 27, 2, -8, -4
O=C(c1ccccc1C(=O)N1CCN(c2ccc(F)cc2)CC1)N1CCN(c2ccc(F)cc2)CC1
 : 2, -1, 3, 6, 12, -5, 4, 12
CCN(c1ccccc1)S(=O)(=O)c1ccc(OCc2c(C)noc2C)cc1
 : 0, 5, 5, -2, 0, -19, 0, 18
COc1ccccc1C(C)Nc1nc(-c2cccnc2)nc2ccccc12 (centres undefined)
 : -2, 8, 14, 0, 4, 3, 17, 9
Cc1cccc(C(=O)OCC(=O)N2CCCC2=O)c1[N+](=O)[O-]
 : 0, 10, 5, -3, 0, 26, 2, -2
C=CCNC(=O)C1CC2Cn3c(nc4cc(C)c(C)cc43)C2N1C (centres undefined)
 : -6, -15, -6, 8, -2, 11, -9, 1
O=C1CCC[C@H]2c3[nH]c4ccccc4c3CCN12
 : -8, 3, 15, 7, -2, 13, -1, -4
COc1cc(-c2c(C(C)=O)c(C)nc3c2C(=O)c2ccccc2-3)cc(OC)c1OC
 : -3, -3, 3, 2, -23, -8, 2, 7
CC(C)C(NC(=O)c1ccc(F)cc1)C(=O)N1CCN(c2ccccn2)CC1 (centres undefined)
 : -5, -10, -3, -12, -2, -13, -12, -5
COC(=O)c1ccc(C2/C(=C(/O)c3ccc(Cl)cc3)C(=O)C(=O)N2C2CCS(=O)(=O)C2)cc1 (centres undefined)
 : -2, -2, 6, 1, -2, -11, 0, 0
COc1cc(C)c(Cl)cc1S(=O)(=O)NCc1ccccn1
 : -1, -4, 3, 2, 13, -12, -4, -11
Cc1[nH]nc2c1C1(CCC(c3ccccc3)CC1)C(C#N)=C(N)O2 (centres undefined)
 : -1, 5, 1, -32, 18, 14, 4, 10
COCCn1ccc2c(OCC(=O)NCc3ccccc3)cccc2c1=O
 : 0, -4, 11, -3, 5, 5, 0, 3
Cc1ccc(S(=O)(=O)N2C[C@@H]3[C@H]4CC[C@H](C4)[C@@H]3[C@@H](C)[C@@H]2c2cn(Cc3ccccc3)c3ccc(F)cc23)cc1
 : -5, x, x, 3, -3, 17, x, 14
CCCCCOc1ccc(C(=O)NCC2(c3ccccc3)CCOCC2)cc1
 : -2, 0, 14, -2, 0, 23, 6, 9
CCc1ccccc1NS(=O)(=O)c1ccc2[nH]cc(C(=O)NCc3ccco3)c(=O)c2c1
 : -2, -5, -16, 0, -3, -44, -6, 22
CCSC1=C(C#N)C(c2cccc(Br)c2)CC(=O)N1 (centres undefined)
 : -5, -5, -13, 1, -7, -8, 3, -20
CCOc1ccc(S(=O)(=O)NCc2ccncc2)cc1NC(=O)c1ccccc1
 : 5, -9, 47, -7, 63*, 45*, -1, 8
C#CCOCCOCCOCCNc1nc(N2CCN(C(=O)C([C@@H](C)CC)n3cc(C(N)COC(=O)C(F)(F)F)nn3)CC2)nc(N2CCN(C(=O)[C@H](Cc3cc4ccccc4[nH]3)n3cc(C(N)CO)nn3)CC2)n1 (some centres undefined)
 : 11, -1, 9, 6, -6, 6, 69*, 49*
Cc1cc2ccccc2n1CCNC(=O)C1CCCC1
 : -1, 2, 3, 4, 24, -12, -1, 6
Oc1oc(-c2ccccc2)nc1C=NCc1ccccc1
 : -9, -13, -32, -10, -38, -62, -2, 19
CN1C(=O)C2C3c4ccccc4C(c4ccccc43)[C@@H]2C1=O (some centres undefined)
 : -6, 5, 2, -3, -1, 8, -2, -1
COc1ccc2occ(C(C)=O)c2c1
 : -7, 6, 10, 11, -3, 21, 0, -8
Cn1c(-c2ncc(F)cc2F)cc2onc(-c3c(F)cccc3Cl)c2c1=O
 : -5, 7, 0, 9, -101, -99, 7, 14
O=C(O)CCN=C1CCCc2ccccc2N1
 : 0, -7, -8, -13, 2, -8, -5, 0
CCOC(=O)N1CCC(NC(=O)C(CC(C)C)NC(=O)C2CCCCC2)CC1 (centres undefined)
 : -4, 1, -4, 3, -1, -1, 2, 0
CNS(=O)(=O)c1ccc2c(c1)C(=O)c1cc(S(=O)(=O)NC)ccc1CC2
 : 3, 11, 6, -8, -11, -11, 7, -1
CC(NC(=O)c1ccc(N(C)C)cc1)c1ccc(F)cc1 (centres undefined)
 : -4, -1, -3, 1, 14, 7, 18, -8
Cc1noc(C)c1NC(=O)N(C)C[C@H]1Oc2ccc(NC(=O)C3CC3)cc2C(=O)N([C@H](C)CO)C[C@@H]1C
 : -1, -3, -17, 6, 9, 1, 3, 12
CCOC(=O)CSc1nnc(-c2cccnc2)n1Cc1ccccc1
 : -2, -6, -15, -6, 5, -12, -2, -2
O=c1c2cccnc2[nH]c(=S)n1CCC1=CCCCC1
 : -2, -6, 1, 3, 8, -21, 10, -1
Cc1ccc(C(C)C)c(OCC(=O)c2c(O)c3ccccc3oc2=O)c1
 : -3, -7, 1, -4, -3, 4, -9, 8
Cc1nc2ccccc2c(=O)n1/N=C/c1cccs1
 : -6, 0, -15, 6, -9, -36, 5, -2
COc1ccccc1-c1noc(CCCC(=O)NC2CCCC2)n1
 : -6, 0, 11, 4, 24, 6, 6, 0
CN(C(=O)CCc1nc2ccccc2c(=O)[nH]1)C1CCS(=O)(=O)C1 (centres undefined)
 : -6, -12, -7, -11, -4, 17, -14, 4
COc1ccc(CNC(=O)COc2cc(=O)n(C)c3ccccc23)cc1
 : -5, -1, 3, 5, x, -4, 5, 1
Cc1ccc(C(=O)COC(=O)c2ccccc2N2C(=O)C3C4CCC(C4)C3C2=O)cc1C (centres undefined)
 : 9, 0, 6, 3, -5, -6, 11, 17
C=CCn1c(SCC(O)Cn2c3ccccc3c3ccccc32)nnc1-c1ccco1 (centres undefined)
 : -4, -10, 2, -1, -1, 1, -9, 21
Cc1c(C(=O)N2CCC(Cc3ccccc3)CC2)cccc1[N+](=O)[O-]
 : 3, 8, 3, 5, 5, -13, 12, 10
COc1cccc(C=Nc2ccc(N3CCOCC3)cc2)c1O
 : 4, -22, -6, -17, 6, 5, -4, 5
CNC(=O)N1c2ccccc2C=Cc2ccccc21
 : -3, -4, -5, -3, -5, 2, 2, -19
C/C(=C\C(=O)c1ccc(F)cc1)NCc1ccc2c(c1)OCO2
 : -8, 1, -12, 5, 0, -13, -2, 8
O=C(c1ccccc1)N1CCN(C(=O)N2CCCCC2)CC1
 : -9, -4, 4, 2, 9, 5, 14, -9
CC(C)(C)CNC(CO)C12CC3CC(CC(C3)C1)C2 (centres undefined)
 : -3, -4, -19, 10, 0, -12, -1, -5
Cc1cc(N/N=C/c2cccc([N+](=O)[O-])c2)nc(-n2nc(C)cc2C)n1
 : -7, -5, 0, -1, 5, 11, 0, 3
COC(=O)/C(=N/Nc1cccc(C)c1)N1CCCc2ccccc21
 : -6, -3, 5, 0, 0, -43, -14, 9
CCCc1nc2oc3ccccc3c(=O)c2c(=O)n1CCCOC
 : 0, -6, -23, -8, 2, -13, -1, 2
CC1CC(Nc2ccccc2N)=CC(=O)O1 (centres undefined)
 : 3, -2, -5, -9, 3, -5, 0, -1
COC(=O)c1ccc(Cn2c(O)c(N=NC(N)=S)c3ccccc32)o1
 : 6, 0, -3, 7, 13, 2, 69*, -2
N#CCN1C(=O)NC2(CCCc3sccc32)C1=O (centres undefined)
 : -3, 0, -13, -5, -7, 15, 7, 10
Cc1ccc(C(=O)OCC(=O)NC(=O)Cc2ccccc2)c(O)c1
 : -2, 3, 7, -2, 19, 8, 2, 19
Nn1c(SCC(=O)N2CCCCCC2)nnc1-c1ccco1
 : -1, -8, -7, -4, -4, 16, -8, 4
CCn1c(SC(C)C(=O)Nc2ccc(N3CCOCC3)cc2)nnc1C1CC1 (centres undefined)
 : -2, -7, -10, -4, -1, 1, -7, 10
CCC/C(=N\NC(=O)C1CCCC1)c1ccccc1
 : 1, -4, -9, 6, 5, -7, 2, 12
Cc1ccc(CN2CCN(/N=C/c3ccc(N(C)C)cc3)CC2)cc1
 : -1, 2, -2, -1, -3, 14, 3, -8
COc1ccc(C(=O)c2c3ccc(OC)cc3[n+]([O-])n2Cc2ccc(C(N)=O)cc2)cc1
 : 16, 10, -56, 10, 14, -67, -15, 18
CN(C)C(=O)CSc1nnc(CCCCCNC(=O)OC(C)(C)C)o1
 : -8, -12, 5, -4, -1, -1, 1, -6
COc1ccc(CNC(=O)c2cnc(C)cn2)cc1
 : 2, 3, 14, 4, 9, 4, 11, 0
COc1ccc(NC(=O)CCCn2cnc3ccccc3c2=O)cc1
 : 5, 0, -10, -2, -13, -7, 8, 7
CN1CCN(Cc2nc3ccccc3n2C)CC1CCO (centres undefined)
 : 4, 6, 3, -8, x, 8, 2, -16

New compounds follow.
Each structure is followed by: HKDC1 inh, SENP8 block, Jurkat NFkB inh, SENP7 block, Gli-Sufu block, 697 NFkB inh, UBC13 polyUb, Apaf-1 inh
CC(NC(=O)N(Cc1ccccc1)Cc1ccc2c(c1)OCO2)(C(F)(F)F)C(F)(F)F
 : 17, -2, 10, 7, -5, 10, 3, 2
Cc1c2n(c3ccccc13)CC/C2=N\O
 : -2, 3, -1, 8, 6, -25, -4, -15
CCc1nc(SCC(=O)N2CC(=O)Nc3ccccc32)c2c(C)c(C)sc2n1
 : -1, -6, 8, -19, 10, -20, -1, 14
Cc1ccc(CNCc2ccc3c(c2)OCO3)c(C)c1
 : -7, -8, 12, 2, 7, 3, 9, -15
O=C(Nc1cccnc1)OC1CCCC1
 : -8, -4, -5, 4, -1, 11, 8, -12
Cc1ccc(-n2cnc3sc(C)c(C)c3c2=O)cc1
 : -1, 0, -50, 1, -50, -56, 1, -2
CS(=O)(=O)c1ccccc1C(=O)Nc1ccc(-c2nc3ccccc3[nH]2)cc1
 : 2, 5, -51, -3, -29, -50, -3, 5
COc1ccc(NCc2nnc(SCC#N)n2-c2ccccc2OC)cc1
 : -1, 2, 4, 5, 1, -11, -8, 4
CN(C)C(=O)CCc1ccc2c3c([nH]c2c1)[C@]1(C)[C@@H](C(=O)N2CCOCC2)C[C@H](CC(=O)NC(C)(C)C)C(=O)N1CC3
 : -6, x, x, 0, -5, -2, x, 6
CCC/C(O)=C1\C(=O)CCCC1=NC(C)C(=O)O (centres undefined)
 : -9, 4, -10, -5, -2, -28, -13, 10
Cc1ccccc1C(=O)NC1CCN(Cc2nnnn2C2CCCC2)CC1
 : -5, -2, -7, -11, -1, -29, -7, 3
Cc1ccc2oc(=O)c3cnn(CC(=O)NCCc4ccsc4)c3c2c1
 : -3, 3, 9, 0, 2, -3, -5, 3
Cc1cc(C)n(CC(=O)NC2C(=O)N3C(C(=O)O)=C(CSc4nnc(C)s4)CSC23)n1 (centres undefined)
 : -10, 6, -4, -1, -3, 14, 0, -10
CC(=O)N(c1nnc(-c2cccc(C)c2)s1)C1CCCC1
 : 2, -13, -101, -9, -26, -95, -13, 18
Cc1ccc2c(c1)C(=O)CCN2
 : 3, 0, 9, -3, 1, 22, 4, -9
COc1ccc(CNC(=O)COC(=O)[C@@H]2CCCN2C(=O)c2cccs2)cc1
 : -6, -12, 4, 2, 1, -18, -11, 4
O=C1NN(c2ccccc2)C(=O)/C1=C\c1ccccc1
 : 1, -3, 8, -5, -1, 10, -8, -10
CCOc1ccccc1OCC(=O)Nc1cc(C)on1
 : 0, 0, -15, -1, -10, -20, 6, -6
CN(c1ccccc1)S(=O)(=O)c1cccc(NC(=O)CCN2C(=O)C3CCCCC3C2=O)c1 (centres undefined)
 : 0, 3, 4, 5, 2, 21, 6, 1
CC(C)CCNC(=O)NC(=O)CSc1nnc(-c2ccccc2F)n1N
 : -1, -2, -25, 1, 2, -19, -2, 11
